From PubChem
PPARg SRC2 recr: agonists of PPARg-SRC-2 recruitment, primary screen, biochemical, HTS. Peroxisome proliferator-activated receptor gamma (Homo sapiens), P37231. PPARgamma LBD-SRC-2 recruitment. activation, % at 8 µM. 0.34% of 200,000 active. AID 1032, 2008; in the data active = activation above about 22%;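 also: 0% = vehicle and 100% = reference agonist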
Target sequence (P37231 whole entry, looked up, the tested form may be a part): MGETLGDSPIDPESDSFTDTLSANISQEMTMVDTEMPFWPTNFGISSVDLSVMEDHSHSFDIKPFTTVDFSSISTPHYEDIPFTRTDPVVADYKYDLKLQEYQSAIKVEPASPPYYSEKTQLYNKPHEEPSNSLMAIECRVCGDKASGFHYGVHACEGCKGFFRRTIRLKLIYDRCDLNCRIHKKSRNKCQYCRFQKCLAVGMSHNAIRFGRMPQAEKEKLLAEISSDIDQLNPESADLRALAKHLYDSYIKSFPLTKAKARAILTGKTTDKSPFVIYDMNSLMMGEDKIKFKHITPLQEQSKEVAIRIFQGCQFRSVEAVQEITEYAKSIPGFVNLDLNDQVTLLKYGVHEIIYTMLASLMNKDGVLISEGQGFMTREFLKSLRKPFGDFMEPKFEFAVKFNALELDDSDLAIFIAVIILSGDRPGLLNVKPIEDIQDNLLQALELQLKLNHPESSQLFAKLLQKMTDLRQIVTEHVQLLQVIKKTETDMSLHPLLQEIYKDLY
STAT3 inh: IL-6 driven STAT3 reporter inhibitors, primary screen, U3A cells, luciferase, luminescence, MLSCN library. IL-6 STAT3-luciferase reporter; host cell line lacks STAT1. inhibition, % at 5.5 µM. 0.89% of 190,000 active;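 active = inhibition above the mean inhibition across all screened compounds plus 3 SD, cut at about 44% in these data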;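 also: 0% = DMSO only wells and 100% = 100 µM nifuroxazide control wells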
PPARg SRC3 recr: PPARgamma agonists recruiting SRC-3 coactivator, primary screen, biochemical. 0.26% of 200,000 active. AID 731, 2007. biochemical PPARgamma/SRC-3 coactivator recruitment assay. activation, % at 8 µM. Peroxisome proliferator-activated receptor gamma (Homo sapiens), P37231; in the data active = activation above about 23%;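 also: 0% = DMSO and 100% = reference agonist; some compounds past the cut are filed as inactive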
ROMK mod: ROMK potassium channel modulators, primary screen, cell-based, thallium flux, MLSMR library; AID 1918, 2009; Tet-inducible ROMK, thallium flux fluorescence; actives lie on both sides; B-score at 10 µM; ATP-sensitive inward rectifier potassium channel 1 (Homo sapiens), P48048; 2% of 130,000 active;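 active = signal ratio slope over the read window, or its plate-corrected B-score, at least 3 SD from the plate mean, either direction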;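 also: B-score of the F/F0 ratio slope over 7 to 12 s after thallium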
TR-FRET SRC-2 ct: TR-FRET signal artefacts, primary screen, artefact control for PPARgamma SRC-2 agonist project, biochemical | TR-FRET artefact counter-screen; stronger effect = higher value | TR-FRET ratio at 8 µM | 0.4% of 200,000 active | AID 1049, 2008; in the data active = TR-FRET ratio above about 2000; also: inactives centre near 1500
STAT1 inh: STAT1 signaling inhibitors, primary screen, cell-based, HTS, luciferase reporter | NIH 3T3 STAT1-luciferase reporter, IFN-gamma, luminescence | 0.35% of 200,000 active | AID 920, 2007 | inhibition, % at 5.5 µM;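 active = inhibition above a set limit, the mean inhibition across all tested compounds plus 3 SD, cut at about 34% in these data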;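 also: 0% = IFN-gamma with DMSO and 100% = IFN-gamma with 300 µM nifuroxazide; values of inactives mirror those of a sister screen read the other way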
STAT3 act: IL-6 driven STAT3 reporter potentiators, primary screen, U3A cells, luciferase, luminescence, MLSCN library; activation (% of control), % at 5.6 µM; IL-6 STAT3-luciferase reporter; 100% = signal with IL-6 EC80 alone; 0.91% of 190,000 active;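 active = activation above the screen-wide mean of compound activation plus 3 SD, cut at about 130% in these data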;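 also: 0% = background luminescence of wells with medium and substrate only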
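Detection: reporter luminescence signal / Assay system: STAT1-lacking human U3A cells, STAT3 luciferase reporter / Incubation: compound pre-incubation 1 h before IL-6, then 6 h stimulation at 37 °C / Control set: IL-6-only high control / Read-out: % activation relative to IL-6 control / Probe or stimulus: Interleukin-6, 33 ng/mL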
bIAP act: bovine intestinal alkaline phosphatase activators, primary screen, biochemical, bovine IAP, CDP-star luminescence. alkaline phosphatase, intestinal [Bos taurus]. purified bovine IAP, 30 min; stronger effect = higher value; fold of DMSO-control signal, blank-subtracted. activation factor at 20 µM. 0.17% of 200,000 active. AID 1016, 2008;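 active = activation factor of 2 or more at 20 µM, a signal rise over negative controls twice the positive control's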
bIAP inhibitor: bovine intestinal alkaline phosphatase inhibitors, primary screen, selectivity assay for TNAP inhibitor project, biochemical, bovine IAP, CDP-star luminescence | alkaline phosphatase, intestinal [Bos taurus] | purified bovine IAP, 30 min | inhibition, % at 20 µM | 190,000 tested, under 10 active;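 active = over 50% inhibition of intestinal alkaline phosphatase at 20 µM in the single-dose screen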
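Assay system – bovine IAP enzyme · Quantity – bovine IAP at 1/65,000,000 final dilution · Detection – CDP-star luminescence signal · Times – 30 min reaction at room temperature · Also added – CDP-star substrate at 30 µM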
TNAP act hiacc: TNAP activators at high phosphate acceptor level, primary screen, biochemical, luminescence, uHTS; Alkaline phosphatase, tissue-nonspecific isozyme (Homo sapiens), P05186; purified TNAP, CDP-star luminescence, 1 M DEA, 30 min; stronger effect = higher value; 0 = EDTA background, 1 = DMSO-only activity; activation factor at 20 µM; 200,000 tested, under 10 active;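 active = activation factor at least 2 at 20 µM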
Target sequence (P05186 whole entry, looked up): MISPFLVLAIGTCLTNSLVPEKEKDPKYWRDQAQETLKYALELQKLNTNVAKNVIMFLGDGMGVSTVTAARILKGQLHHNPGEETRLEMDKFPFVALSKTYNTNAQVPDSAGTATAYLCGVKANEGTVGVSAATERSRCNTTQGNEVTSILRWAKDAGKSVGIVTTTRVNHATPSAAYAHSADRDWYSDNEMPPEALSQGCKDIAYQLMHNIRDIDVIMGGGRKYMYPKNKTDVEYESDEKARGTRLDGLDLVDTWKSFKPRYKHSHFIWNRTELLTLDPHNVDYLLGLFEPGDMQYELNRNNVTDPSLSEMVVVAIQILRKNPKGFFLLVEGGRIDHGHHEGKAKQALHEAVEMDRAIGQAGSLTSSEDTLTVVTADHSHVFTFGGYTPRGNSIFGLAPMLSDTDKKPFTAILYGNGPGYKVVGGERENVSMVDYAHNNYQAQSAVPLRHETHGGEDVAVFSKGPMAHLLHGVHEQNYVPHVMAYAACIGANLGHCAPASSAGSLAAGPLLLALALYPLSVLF
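Measured by: Luminescent substrate turnover signal | Test system: Human TNAP | Input: TNAP 1/800 final | Dosing: 20 µM single point | Schedule: 30 min, room temperature | Controls: EDTA wells as negative control, DMSO wells as positive control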
PPARg SRC1 recr: PPARgamma agonists recruiting SRC-1 coactivator, primary screen, biochemical; activation, % at 8 µM; Peroxisome proliferator-activated receptor gamma (Homo sapiens), P37231; PPARgamma-SRC-1 coactivator recruitment biochemical assay; 0.41% of 200,000 active; in the data active = activation above about 19%;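 also: 0% = DMSO and 100% = reference agonist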
Active calls of the source: *; . = not tested or not shown.

The line under a structure holds: PPARg SRC2 recr | STAT3 inh | PPARg SRC3 recr | ROMK mod | TR-FRET SRC-2 ct | STAT1 inh | STAT3 act | bIAP act | bIAP inhibitor | TNAP act hiacc | PPARg SRC1 recr
1	COc1ccccc1OCCC(=O)OCC(=O)NC(=O)NC(C)(C)C
→ 3 | 11 | -5 | . | 1641 | 7 | 96 | 1 | -1 | 1 | -2
2	CCOc1ccc(NC(=O)N(CCN(C)C)C(C)c2ccncc2)cc1 (stereo unspecified)
→ 2 | 13 | -1 | . | 1573 | 4 | 96 | 1 | 4 | 1 | 6
3	COc1ccc(-c2nnnn2C)cc1S(=O)(=O)NCCc1ccccc1
→ -2 | -9 | 0 | . | 1361 | -4 | 109 | 1 | 2 | 1 | 6
4	Cc1c(NC(=S)N/N=C/C=C/c2ccc([N+](=O)[O-])cc2)c(=O)n(-c2ccccc2)n1C
→ 6 | -7 | 0 | 0.7 | 1574 | -11 | 104 | 1 | 0 | 0.8 | -3
5	O=C(NCc1ccc(F)cc1)c1cccc2c1C(=O)N(Cc1cccnc1)C2
→ -1 | 4 | 7 | 0.9 | 1644 | 6 | 98 | 1 | -4 | 1 | 8
6	CCCOc1nc(N)c(C#N)c(-c2ccccc2F)c1C#N
→ 5 | 14 | -1 | . | 1644 | -1 | 92 | 0.9 | 8 | 1 | 3
7	Cc1[nH]c2ccccc2c1CCO
→ 11 | -6 | 9 | . | 1608 | 3 | 105 | 0.9 | 5 | 1 | 12
8	ClCc1ncc(-c2ccc(Cl)cc2)o1
→ 13 | 5 | 4 | -0.74 | 1557 | 3 | 100 | 1 | -5 | 1.1 | 6
9	CCN(CC)CCNC(=O)c1ccc2c(=O)n(C3CCCC3)c(=S)[nH]c2c1
→ -5 | 0 | -9 | . | 1440 | -3 | 104 | 1 | 1 | 1 | 3
10	CCCCCN(C(=O)NC(=O)Nc1nncs1)S(C)(=O)=O
→ 5 | 4 | 2 | . | 1410 | -3 | 101 | 0.9 | 10 | 1.1 | 0
11	Cc1cccc(-c2noc(-c3ccc(Cl)cc3[N+](=O)[O-])n2)c1
→ -12 | -20 | 4 | -0.0089 | 1427 | -10 | 115 | 0.9 | 5 | 1 | -8
12	O=C(Nc1ccccc1C(=O)NCc1ccccc1)c1ccccc1
→ 8 | -3 | 5 | . | 1442 | -3 | 111 | 0.8 | 20 | 1 | 7
13	CCN(CC)CCNC(=O)C1CCN(S(=O)(=O)N2CCCCC2)CC1
→ -7 | -7 | -14 | . | 1465 | -7 | 106 | 1 | -3 | 1 | 1
14	COc1ccc(-c2csc(NCc3ccco3)n2)cc1
→ 0 | 1 | 0 | . | 1720 | -37 | 105 | 0.8 | 24 | 1.1 | 0
15	CCCCC(=O)N(CCOC)c1nnc(-c2ccc(OC)cc2)s1
→ 9 | 6 | 0 | 0.86 | 1663 | 6 | 99 | 1 | 1 | 1 | 5
16	CCCC(C)C(=O)Nc1nnc(C)s1 (stereo unspecified)
→ 17 | -1 | 5 | -1.1 | 1538 | -4 | 103 | 0.9 | 8 | 1 | 9
17	COc1ccc(C)cc1NC(=O)C(OC(=O)CNC(=O)c1ccc(Oc2ccccc2)cc1)c1ccccc1 (stereo unspecified)
→ 4 | 18 | -4 | -0.0046 | 1446 | -3 | 88 | 0.8 | 22 | 1 | -4
18	COc1ccc(-c2cc(C(=O)Nc3ccccc3)on2)cc1
→ 11 | -10 | 0 | -0.065 | 1635 | -89 | 112 | 1 | 2 | 1 | -2
19	Cc1ccnc(NS(=O)(=O)c2ccc(NC(=O)C3CCCO3)cc2)n1 (stereo unspecified)
→ 3 | 3 | -1 | 1.3 | 1602 | 0 | 104 | 0.9 | 9 | 1 | 0
20	CCc1nc(NCC2CCCO2)c(C#N)c2c1COC(C)(C)C2 (stereo unspecified)
→ 0 | 7 | 6 | -1.1 | 1458 | 6 | 96 | 1 | 3 | 1.1 | 3
21	CCCn1c2c(c(O)c(C(=O)Nc3nc(C)cs3)c1=O)CCCC2
→ 2 | -17 | -11 | . | 1565 | 13 | 117 | 1 | 2 | 1 | 0
22	C1CCc2c(nnc3c2-c2nonc2CC3)C1
→ 10 | 6 | 5 | . | 1426 | 4 | 101 | 0.9 | 10 | 1 | 0
23	N#CCc1c(C#N)c(N)nc(N2CCN(Cc3ccc4c(c3)OCO4)CC2)c1C#N
→ 11 | 15 | 0 | -5.6* | 1509 | 13 | 88 | 1 | 5 | 1 | 4
24	COC(=O)/C(=N\Nc1ccccc1)Sc1nnc(-c2ccc(OC)cc2)n1C
→ 1 | 0 | 1 | . | 1559 | 0 | 102 | 1.1 | -13 | 1 | -4
25	O=C(NCc1cccnc1)C1CC(=O)N(CCc2ccccc2)C1 (stereo unspecified)
→ -2 | 6 | 4 | . | 1720 | -8 | 102 | 1 | -2 | 1.1 | 9
26	O=C(N/N=C\c1ccccn1)c1ccccc1O
→ 11 | 21 | 4 | . | 1508 | -8 | 84 | 1.4 | -36 | 1 | 10
27	Cc1csc(NC(=O)CSc2nnc(NC(=O)COc3ccccc3)s2)n1
→ -6 | 21 | 2 | -0.2 | 1554 | -5 | 84 | 1 | 4 | 1 | 0
28	CCCCCc1cc(O)c2c(C)cc(=O)oc2c1
→ 14 | 23 | 21 | . | 1926 | -1 | 82 | 0.8 | 21 | 1 | 19*
29	O=C1CCCN1CCCNC(=S)Nc1cccc2ccccc12
→ 4 | 5 | 3 | 0.6 | 1614 | 1 | 101 | 1.1 | -12 | 1.1 | 0
30	Cc1nnc(NC(=O)CSc2ccc(-c3cccnc3)nn2)s1
→ 10 | 10 | 7 | 1.1 | 1583 | 3 | 95 | 0.9 | 10 | 1 | 3
31	Cc1ccccc1-n1c(-c2ccc(Cl)cc2)cnc1SCC(=O)NC1CCS(=O)(=O)C1 (stereo unspecified)
→ 3 | 4 | 1 | 0.88 | 1624 | 4 | 100 | 0.8 | 18 | 1 | -12
32	CS(=O)(=O)N1CCC(C(=O)N2CCN(c3cccc(Cl)c3)CC2)CC1
→ -8 | 8 | -4 | 0.52 | 1384 | 0 | 95 | 1 | 0 | 1 | -3
33	COc1ccc(-c2c(C#N)c(N)nc3c2CCc2ccccc2-3)cc1OC
→ 8 | 35 | 11 | . | 1709 | 8 | 76 | 1.1 | -12 | 1 | 3
34	CCN(CC)S(=O)(=O)c1ccc(OCC(=O)NC2CCS(=O)(=O)C2)c([N+](=O)[O-])c1 (stereo unspecified)
→ -1 | 5 | 3 | 0.027 | 1411 | 6 | 96 | 0.9 | 9 | 1.1 | -1
35	CC1=CCC2C(=O)N(c3ccc(OC(=O)c4ccco4)cc3)C(=O)C2C1 (stereo unspecified)
→ 6 | 6 | 0 | 0.2 | 1554 | 2 | 100 | 0.9 | 9 | 1.1 | 1
36	O=C(Cc1ccc(Cl)cc1Cl)Nc1ccc(OC(F)F)c(Cl)c1
→ 9 | 1 | 2 | . | 1523 | 14 | 99 | 0.8 | 23 | 1 | -4
37	Cc1nnc(NC(=O)CSc2ccc(-c3ccccn3)nn2)s1
→ -7 | 4 | 1 | 0.27 | 1572 | -9 | 103 | 1 | -3 | 1 | 6
38	COc1ccc(S(=O)(=O)N2CCCN(S(=O)(=O)c3ccc(OC)c(C)c3)CC2)cc1C
→ 6 | 10 | 9 | . | 1640 | 5 | 95 | 1 | 3 | 1 | -4
39	Cc1ccc2cc(C#N)c(NCCCNC(=O)C3CCCO3)nc2c1 (stereo unspecified)
→ 4 | 25 | 18 | . | 1665 | -6 | 83 | 1.1 | -5 | 1 | 17
40	CCCCOC(=O)c1ccc(NC(=O)c2cc(Cl)ccc2OC)cc1
→ -4 | 25 | -5 | . | 1449 | -2 | 85 | 0.9 | 10 | 1 | -5
41	O=Cc1cccn1Cc1ccc(Cl)cc1Cl
→ 2 | -1 | -7 | -0.59 | 1554 | 1 | 106 | 0.8 | 20 | 1 | -1
42	Oc1ccc(Br)cc1CN1CCCCCCC1
→ 6 | 9 | 7 | . | 1725 | -1 | 95 | 0.9 | 9 | 1 | 6
43	Cc1ccc(NC(=O)CN(C)C(=O)c2ccc(C(F)(F)F)cc2)cc1
→ -8 | 28 | 1 | 0.35 | 1336 | 0 | 81 | 0.9 | 7 | 1 | 2
44	Nc1c(CO)nnn1-c1ccccc1
→ 1 | 11 | 1 | 0.43 | 1660 | -6 | 94 | 1 | -2 | 1 | 5
45	CCOc1cc(NC(=S)NCC(C)C)c(OCC)cc1NC(=O)c1ccco1
→ -1 | -4 | 6 | . | 1600 | 15 | 102 | 0.7 | 31 | 1 | 0
46	COc1ccc(C(NC(C)=O)c2cc(Cl)c3cccnc3c2O)cc1OC (stereo unspecified)
→ 3 | 1 | -1 | -0.38 | 1544 | 2 | 100 | 1.3 | -30 | 1 | 3
47	COc1ccc(C(=O)Nc2ccc(F)cc2F)cc1
→ 5 | 9 | 3 | . | 1492 | -24 | 94 | 0.8 | 22 | 1.1 | -5
48	O=C(COc1ccc(Cl)cc1Cl)NNC(=S)Nc1ccc(F)cc1
→ 2 | 15 | -1 | 0.89 | 1539 | -1 | 92 | 0.8 | 24 | 1 | 0
49	COc1cc(NC(=O)C2CCCN(S(=O)(=O)c3cccc4nsnc34)C2)cc(OC)c1 (stereo unspecified)
→ 2 | 1 | 11 | -0.16 | 1598 | -4 | 101 | 1 | 2 | 1 | 9
50	CCOC(=O)C1(Cc2cccc(OC)c2)CCN(Cc2cccc(OCC)c2O)CC1
→ -2 | 4 | 4 | -1.7 | 1675 | 19 | 101 | 1 | -4 | 1 | 7
51	NC(=S)NNc1c(F)c(F)c(F)c(F)c1F
→ -2 | 27 | 0 | -0.72 | 1733 | 7 | 82 | 1 | -1 | 1 | -3
52	C=CCNCCCCOc1cccc(Br)c1
→ 1 | 1 | 2 | . | 1573 | -12 | 102 | 1 | -2 | 1.1 | -9
